# GDH-TPI counter: GDH-TPI coupling enzyme inhibitors, primary screen, artefact control for M. tuberculosis FBA inhibitor project, biochemical, absorbance, full deck; GDH-TPI coupled enzyme counterscreen, NADH absorbance; 360,000 compounds, 1.2% hits; inhibition, % at 4.8 µM; in the data active = inhibition above about 30%;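 note: 0% = DMSO wells and 100% = wells lacking the enzyme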
# Rv3671c protease: Rv3671c serine protease inhibitors, primary screen, biochemical, fluorescence polarization, M. tuberculosis H37Rv; inhibition, % at 5.96 µM; 320,000 compounds, 0.048% hits; AID 2606, 2010; P9WHR9; in the data active = inhibition above about 38%;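 note: extracellular domain of Rv3671c used as enzyme; 0% = enzyme with DMSO and 100% = no enzyme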
# SARS 3CLpro inh: SARS-CoV 3CLpro protease inhibitors, primary screen, biochemical, quenched FRET; Replicase polyprotein 1ab (Severe acute respiratory syndrome coronavirus), P0C6X7; recombinant SARS-CoV 3CLpro, quenched FRET peptide cleavage; inhibition, % at 6 µM; 290,000 compounds, 0.14% hits; in the data active = inhibition above about 12%
# PriA SSB inh: inhibitors of Klebsiella pneumoniae PriA binding to SSB C-terminal tail, primary screen, biochemical, AlphaScreen | inhibition, % at 33 µM | AlphaScreen SSBct-PriA binding, biotinylated peptide | 430,000 compounds, 0.6% hits; in the data active = inhibition mostly above about 37%, no sharp cut-off; inactive = mostly below about 20%;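 note: plate controls were negative control peptide for no effect and reference peptide for full effect; strong numbers were not always called active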
# VHR inh abs: VHR1 phosphatase inhibitors, primary screen, biochemical, absorbance, uHTS. recombinant VHR phosphatase, pNPP absorbance. inhibition, % at 13.3 µM. 290,000 compounds, 0.52% hits; in the data active = inhibition above about 50%; note: some compounds called inactive have numbers as strong as hits
# Target sequence (P51452 whole entry, looked up): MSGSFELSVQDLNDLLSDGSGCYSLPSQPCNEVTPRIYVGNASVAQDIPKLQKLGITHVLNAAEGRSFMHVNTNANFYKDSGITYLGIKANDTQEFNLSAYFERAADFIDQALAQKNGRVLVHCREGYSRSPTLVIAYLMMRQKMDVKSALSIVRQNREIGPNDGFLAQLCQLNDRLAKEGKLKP
# BH1578 lux ind: inducers of Vibrio cholerae quorum light production without autoinducers, primary screen, BH1578 luxS cqsA deficient, single point; V. cholerae BH1578 lux reporter, luminescence, 6 h; activation, % at 18.7 µM; 350,000 compounds, 0.16% hits; in the data active = activation mostly above about 9.7%, no sharp cut-off; note: not every result past the cut was called active; inactives centre near 0; reference of the scale not given here
# Mtb BioA inh: M. tuberculosis BioA enzyme inhibitors, primary screen, biochemical, plate reader, single point, HTS | 360,000 compounds, 0.096% hits | 7,8-diaminopelargonic acid synthase BioA (Mycobacterium tuberculosis) | inhibition, % at 9.99 µM | purified M. tuberculosis BioA enzyme | AID 602481, 2012; in the data active = inhibition above about 40%
# MazEF act: activators of E. coli MazEF toxin-antitoxin RNase, primary screen, biochemical, fluorescence, uHTS; FAM/BHQ RNA-DNA oligo cleavage fluorescence, 5 h; activation, % at 20 µM; 350,000 compounds, 0.32% hits; in the data active = activation above about 50%
# Target sequence (P0AE70 whole entry, looked up): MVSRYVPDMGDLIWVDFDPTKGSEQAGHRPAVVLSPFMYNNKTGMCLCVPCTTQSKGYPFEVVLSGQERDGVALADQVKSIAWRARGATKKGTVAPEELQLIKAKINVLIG
# UGM FP inh: M. tuberculosis UGM enzyme inhibitors, primary screen, biochemical, fluorescence polarization, single point. UDP-galactopyranose mutase (Mycobacterium tuberculosis (strain ATCC 25618 / H37Rv)), …. purified UGM, fluorescence polarization probe displacement. inhibition, % at 10 µM. 320,000 compounds, 0.06% hits. AID 504406, 2011; in the data active = inhibition above about 10%, passing the limit was not always enough
# Target sequence (P9WIQ1 whole entry, looked up): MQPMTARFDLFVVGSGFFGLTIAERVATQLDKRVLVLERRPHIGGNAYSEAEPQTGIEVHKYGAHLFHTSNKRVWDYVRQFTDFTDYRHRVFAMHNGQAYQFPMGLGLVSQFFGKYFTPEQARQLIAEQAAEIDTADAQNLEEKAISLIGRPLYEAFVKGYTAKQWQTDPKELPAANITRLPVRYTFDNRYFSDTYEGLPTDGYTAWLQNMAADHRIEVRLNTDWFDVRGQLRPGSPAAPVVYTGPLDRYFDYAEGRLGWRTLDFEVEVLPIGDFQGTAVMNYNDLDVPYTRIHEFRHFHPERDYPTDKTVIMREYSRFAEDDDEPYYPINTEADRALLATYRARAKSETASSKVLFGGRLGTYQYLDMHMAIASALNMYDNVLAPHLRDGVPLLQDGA
# FBA Mtb inh: Mtb FBA enzyme inhibitors, primary screen, biochemical, fluorescence, strain H37Rv | Fructose-bisphosphate aldolase (Mycobacterium tuberculosis (strain ATCC 25618 / H37Rv)), … | purified M. tuberculosis FBA, fluorescence read-out | inhibition, % at 1 µM | 360,000 compounds, 2.3% hits; in the data active = inhibition above about 27%;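 note: 0% = vehicle and 100% = reference inhibitor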
# Target sequence (P9WQA3 whole entry, looked up): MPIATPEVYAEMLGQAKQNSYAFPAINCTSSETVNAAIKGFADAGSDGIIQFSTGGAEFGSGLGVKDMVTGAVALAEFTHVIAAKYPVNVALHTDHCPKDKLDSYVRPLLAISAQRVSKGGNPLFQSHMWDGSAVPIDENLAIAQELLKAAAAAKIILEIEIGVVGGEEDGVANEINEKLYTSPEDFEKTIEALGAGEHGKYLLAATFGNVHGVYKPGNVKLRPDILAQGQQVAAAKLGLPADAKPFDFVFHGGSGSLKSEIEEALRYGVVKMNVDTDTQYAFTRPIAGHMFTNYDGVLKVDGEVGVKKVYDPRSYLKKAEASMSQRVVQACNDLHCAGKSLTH
# * marks the source's active call; other numbers are inactive results; i = inactive; x = not tested or not shown; & = joins results of further samples. An excerpt, so the mix of outcomes need not match the whole.
SMILES,GDH-TPI counter,Rv3671c protease,SARS 3CLpro inh,PriA SSB inh,VHR inh abs,BH1578 lux ind,Mtb BioA inh,MazEF act,UGM FP inh,FBA Mtb inh
COc1ccc(CCNC2CC(C)N(C)CC2C)cc1OC (configuration not stated),11,4,-3,-17,-2,-0.3,x,-6,1.9,0
O=C(Nc1ccc(Cl)cc1C(=O)c1ccccn1)c1ccccc1,4,x,x,x,x,-10,0.3,5,x,-1
NS(=O)(=O)c1ccc(NC(=O)CN2CCN(S(=O)(=O)/C=C/c3ccccc3)CC2)cc1,-1,-6,5,-9,4,i,2.1,7,1.7,3
Cc1ccc(S(=O)(=O)N(C)c2ccc(C(=O)Nc3cccnc3)cc2)cc1,1,-5,-4,-3,19,0.1,21,-8,-3.3,10
CCOC(=O)CSc1nnc2c3ccccc3n(CC)c2n1,25,-12,3,-3,-3,i,2.2,4,0.5,-1
Cc1ccc(S(=O)(=O)N(C)Cc2ccc(C(=O)N/N=C3\CC(=O)CC(C)(C)C3)cc2)cc1,1,-45,5,x,-2,-0.1,x,3,0.5,-1
COCCNC(=O)c1ccc2c(=O)n(Cc3ccco3)c(SCC(=O)NC3CCCCC3)nc2c1,-6,-1,3,-6,4,x,-0.6,9,0.7,2
Cc1ccc(C(=O)/C=C/c2ccc(-c3ccccc3[N+](=O)[O-])o2)cc1,14,-13,4,9,6,-0.9,x,1,1.0,-3
CCc1nc(N)c(C#N)c(-c2ccc(O)c(OC)c2)c1C,6,0,-3,-17,-2,-0.3,x,7,-4.4,3
CCCN(CC(=O)Nc1ccccc1C)C(=O)CC(NC(=O)c1ccccc1)c1ccccc1 (configuration not stated),1,-5,x,2,x,-0.9,-2.0,-1,1.6,2
C=CCn1c(SC(C)C(=O)NC2(C#N)CCCCC2)nnc1-c1ccc(OC)cc1 (configuration not stated),-5,-9,6,-18,13,-0.7,-0.4,-2,-2.2,1
Cc1nc2c(c(=O)n1CCC1=CCCCC1)c1nc3ccccc3nc1n2/N=C/c1ccco1,16,-6,-2,x,1,i,-0.9,11,-2.6,9
O=C(Cn1ccc2ccccc2c1=O)NCCC(=O)Nc1cccnc1,8,3,-2,8,8,i,5.2,1,0.4,6
O=C(c1ccccc1)N(c1ccccc1)c1nccc2ccccc12,4,x,x,-2,x,i,-0.4,6,x,0
O=C(CSc1ccc2nnc(-c3ccc(F)cc3)n2n1)NCc1ccco1,5,2,-6,-23&-1,9,-0.4,-0.5,0,-0.1,4
CCN1C(=Nc2ccc(Cl)cc2)SC/C1=C\C(=O)OC,0,-11,-6,12,14,-1.6,-0.8,-9,0.5,-2
CC1CCCN(c2ccc(C(=O)NCC3CCCO3)cn2)C1 (configuration not stated),3,-2,-4,-9,-16,-0.5,0.3,1,-0.1,3
CCc1ccc(OCCSc2nc3ccccc3n2CCC(=O)O)cc1,8,8,0,-3,-28,-0.8,-1.9,-4,1.0,0
CC(NS(=O)(=O)c1ccc(F)cc1)C(c1cccs1)N1CCN(C)CC1 (configuration not stated),4,-10,1,4,22,-0.2,x,0,-2.0,-1
Cc1ccc(-n2c(O)c(C=Nc3ccccc3-c3n[nH]c(=S)[nH]c3=O)c3ccccc3c2=O)c(C)c1,18,-13,1,31,6,-0.6,x,-6,3.3,0
Cc1cccc(C(=O)N2CCN(c3ccccn3)CC2)c1,16,-8,2,0,-10,-0.6,-0.7,0,1.2,5
COc1ccccc1Cn1c(=S)[nH]c2cc(C(=O)NCCN3CCOCC3)ccc2c1=O,2,-13,1,-5,12,-0.2,0.8,1,1.3,1
Cc1ccc(C)n1-c1ccsc1C(=O)CC#N,2,0,0,-4,9,-0.5,1.1,8,3.0,1
COC(=O)/N=C/c1c(NCc2ccccc2)nc2c(C)cccn2c1=O,0,-9,0,x,18,-0.5,2.9,0,-0.3,6
Cc1ccc(CC2CC(=O)N(CCc3ccccc3)C2=O)cc1 (configuration not stated),7,1,8,-19,10,i,-0.7,7,-3.1,-1
COc1ccc(OC)c(NC(=O)Nc2cccnc2)c1,-2,x,1,-13,23,i,28,2,-1.8,0
COc1ccc(C2OC(=O)CC2C(=O)N2CCN(c3cc(Cl)ccc3C)CC2)cc1OC (configuration not stated),-4,-6,-4,0,15,0.0,0.0,0,0.3,2
O=C(COc1cccc2cccnc12)N/N=C/c1ccccc1O,-4,15,-7,x,13,-0.2,x,9,2.9,7
CCn1c(SCC(=O)NC2=NCCS2)nnc1C(C)NC(=O)c1ccccc1F (configuration not stated),3,-8,-9,0,25,-0.3,0.1,-3,-2.8,-1
CC1CC(C)CN(c2ncnc3c2cnn3C)C1 (configuration not stated),4,-4,3,-2,-9,1.6,x,0,2.2,-2
Cc1ccc2cc3c(NC(=O)C(C)C)nn(C)c3nc2c1,14,0,2,-24,20,i,-0.9,9,-3.5,1
Cc1ccccc1OCC1CNC(=O)O1 (configuration not stated),6,5,-1,-7,-13,-1.0,x,-4,-1.2,0
Cc1cccc2cc(C#N)c(NCc3ccccc3)nc12,-1,7,1,-2,3,-0.5,1.3,-1,-0.9,30*
CC(OC(=O)c1oc2ccccc2c1COc1ccccc1)C(=O)NC(N)=O (configuration not stated),0,-12,2,-3,9,-1.4,x,-10,1.5,4
O=S1(=O)NC2CCCCCN2c2ccc(F)cc21 (configuration not stated),-1,2,-6,-3,14,i,1.1,3,3.3,25
Cn1c(=O)c2c(nc(OC/C=C/c3ccccc3)n2C)n(C)c1=O,0,6,-6,2,x,-4.2,11,3,1.9,-2
CC(C)(C)CC(=O)N1CCC(c2nc3c(nnn3Cc3c(F)cccc3Cl)c(=O)[nH]2)CC1,3,0,2,-7,48,-18,3.8,0,5.8,-5
Cc1cccc(C)c1N(CC(=O)N1CCN(c2ccccc2F)CC1)S(C)(=O)=O,1,2,3,-3,0,1.6,x,2,-3.9,8
CC1(C(=O)NCc2ccc3c(c2)OCO3)CCN1C(=O)Cc1cccs1 (configuration not stated),4,x,x,x,x,-0.4,0.3,x,x,-1
COc1cc(OC)cc(C(=O)NCCNC(=O)c2ccccc2)c1,-7,1,3,1,8,i,-0.6,3,1.2,-4
CN(C(=O)COC(=O)c1cc(S(=O)(=O)N2CCCCC2)ccc1Cl)c1ccccc1,4,7,x,-21,x,0.0,-7.5,2,-0.3,5
CN1C(=O)NC(c2cccc([N+](=O)[O-])c2)C2=C1CCCC2=O (configuration not stated),7,-1,-3,-7,x,i,-1.3,4,-4.8,0
CC1CN(C(=O)C(C)OC(=O)c2ccc3ncsc3c2)CC(C)O1 (configuration not stated),-7,6,x,0,x,0.1,1.4,-2,-1.6,-1
O=C(NN=Cc1cccc2ccccc12)C(=O)NN=Cc1cccc2ccccc12,17,x,x,-17,x,-0.8,-1.3,-38,x,4
O=C(c1cccc(F)c1)N1CCCc2ccccc21,0,6,-2,-15,18,i,-0.7,12,-2.7,-1
C=CCc1ccccc1OCC(O)CN(CC)CC (configuration not stated),-1,-2,1,9,18,-3.6,-0.9,7,-2.3,0
CCSC1=N/C(=C\c2ccccc2)C(=O)N1c1ccc(OC)cc1,15,-8,5,-16,-17,i,-2.7,-1,1.0,-4
CC(C)(C)OC(=O)NCC12C=CC(O1)C1C(=O)N(Cc3ccccc3)C(=O)C12 (configuration not stated),-3,3,-2,-9,-18,i,0.7,1,-1.3,0
CC(=O)Cc1nsc(NC(=O)c2cc(-c3cccc(C(F)(F)F)c3)oc2C)n1,18,2,4,-13,-10,-0.5,-1.6,2,3.4,4
Cc1ccc(NC(=O)c2ccc(-c3nn(C)c(=O)c4ccccc34)cc2)c(C)c1,3,-4,3,-2,12,-0.8,-1.1,11,1.5,-1
COCCNS(=O)(=O)c1cc(-c2nn(C)c(=O)c3ccccc23)ccc1C,3,5,2,-21,7,i,4.5,5,-0.9,2
Cc1cc(C(=O)N2CCCC(C(=O)c3ccc(Cl)cc3C)C2)no1 (configuration not stated),6,-3,1,-8,15,i,3.5,-4,2.8,2
CCOC(=O)C1CCN(c2nnc(N3CCCC3=O)s2)CC1,7,5,-1,-3,15,i,0.1,3,0.2,3
O=C(NCc1ccc(Cl)cc1)C1CCC(CNc2c(N3CCCCC3)c(=O)c2=O)CC1 (configuration not stated),-10,9,-1,-12,4,x,0.9,4,0.4,0
O=C1CCC(=O)N1CC(=O)N1CCCc2ccccc21,0,12,-6,5,3,i,-1.0,4,3.3,1
CCCCNC(=O)c1ccc2nc(CC)c(N(C)Cc3ccc(OC)cc3)n2c1,12,x,x,x,x,-0.2,-0.3,x,x,1
CC[C@H](C)C(=O)N[C@H]1CCCN1C(=O)/C=C/c1ccccc1,-4,3,x,-14,x,0.0,-2.5,3,-1.5,0
c1ccc(-c2ccc3c(c2)c2c4n3CCN=C4CCC2)cc1,4,3,3,11,18,x,0.9,0,0.5,1
C[C@@H]1NS(=O)(=O)[C@H]2C[C@@H]3C=C[C@]2(O3)[C@H]1OC(=O)Nc1ccc(C(F)(F)F)cc1[N+](=O)[O-],-4,1,x,3,x,1.6,0.1,3,0.2,1
CCNC(=O)C1CCCN1S(=O)(=O)c1ccc(OC)cc1 (configuration not stated),-2,-10,5,-18,32,i,-0.3,4,0.2,0

# 2 of these compounds in another layout:
# Values run as follows: GDH-TPI counter, Rv3671c protease, SARS 3CLpro inh, PriA SSB inh, VHR inh abs, BH1578 lux ind, Mtb BioA inh, MazEF act, UGM FP inh, FBA Mtb inh
- CCOC(=O)C1CCN(c2nnc(N3CCCC3=O)s2)CC1
 : 7, 5, -1, -3, 15, i, 0.1, 3, 0.2, 3
- O=C(NCc1ccc(Cl)cc1)C1CCC(CNc2c(N3CCCCC3)c(=O)c2=O)CC1 (configuration not stated)
 : -10, 9, -1, -12, 4, x, 0.9, 4, 0.4, 0

# (listing goes on)
SMILES,GDH-TPI counter,Rv3671c protease,SARS 3CLpro inh,PriA SSB inh,VHR inh abs,BH1578 lux ind,Mtb BioA inh,MazEF act,UGM FP inh,FBA Mtb inh
c1ccc(COc2ccc(-c3cc4nc(NCCCn5ccnc5)ccn4n3)cc2)cc1,1,x,x,x,x,-1.3,-2.7,x,x,5
O=c1[nH]c(CN2CCN(CCO)CC2)nc2ccccc12,1,-4,1,-9,43,-0.2,0.0,2,0.7,2
O=C(c1ccccc1)n1ccc(-c2cccs2)n1,-1,0,7,-13,5,i,x,10,-2.3,0
Cc1ccc(-c2nc3ccccc3c(=O)n2-c2ncccc2C)cc1,0,-1,-1,-10,19,-0.3,2.1,-8,4.6,1
O=C(COC(=O)c1ccco1)NNC(=O)c1ccc(Cl)cc1,2,3,x,-18,x,-1.0,-0.4,3,-0.9,-1

# Entries of single compounds, looked up by structure. Order of screens: GDH-TPI counter, Rv3671c protease, SARS 3CLpro inh, PriA SSB inh, VHR inh abs, BH1578 lux ind, Mtb BioA inh, MazEF act, UGM FP inh, FBA Mtb inh
# Record of Cc1ccc(-c2nc3ccccc3c(=O)n2-c2ncccc2C)cc1 = 0, -1, -1, -10, 19, -0.3, 2.1, -8, 4.6, 1
# Record of c1ccc(COc2ccc(-c3cc4nc(NCCCn5ccnc5)ccn4n3)cc2)cc1 = 1, x, x, x, x, -1.3, -2.7, x, x, 5
# Record of O=C(COC(=O)c1ccco1)NNC(=O)c1ccc(Cl)cc1 = 2, 3, x, -18, x, -1.0, -0.4, 3, -0.9, -1
# Record of O=c1[nH]c(CN2CCN(CCO)CC2)nc2ccccc12 = 1, -4, 1, -9, 43, -0.2, 0.0, 2, 0.7, 2
# Record of O=C(c1ccccc1)n1ccc(-c2cccs2)n1 = -1, 0, 7, -13, 5, i, x, 10, -2.3, 0

# Screens: PubChem, several laboratories
